Bioassay records as filed in PubChem BioAssay.
PAX8 reporter: PAX8 transcriptional activity inhibition; inhibition, % at 12.6 µM; hit rate 1.2% among 360,000; AID 652154; RMG-I TPO-luciferase reporter, SteadyGlo, 24 h;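 active = mean replicate inhibition at least 60% with every replicate also reaching 60%; inconclusive = only one of the two criteria is met; inactive = mean below 60% and not all replicates reaching 60%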;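 also: luciferase light reporting Pax8 driven TPO promoter activity; plate controls were median of neutral control wells for no effect and mitoxantrone controls for full effect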
LGR2 inh: Drosophila LGR2 receptor signaling inhibition. inhibition, % at 9.99 µM. HEK293 LGR2, CRE-luciferase, bursicon-stimulated, 4 h. hit rate 0.35% among 380,000. AID 720647;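 active = drop in luminescence signal, shown as inhibition above about 50% in the replicate tests, limit read from the data, passing the limit was not always enough; inconclusive = probably only some replicates passing the limit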;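 also: agonist challenge used bursicon conditioned medium at about half maximal strength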
ARNT TACC3 PPI: disruptors of human ARNT/TACC3 interaction. Q9Y6A5. AlphaScreen His-ARNT PAS-B/GST-TACC3 binding, luminescence; TACC3 fragment carries E629A point mutation. inhibition, % at 9.99 µM. hit rate 0.66% among 390,000. AID 623870;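 active = mean inhibition of replicates at least 50% and at least half of replicates each reaching 50%; inconclusive = half or more replicates reach 50% but mean below 50%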;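 also: 0% = complete ARNT plus TACC3 wells and 100% = ARNT alone without TACC3; many hits fall short of the cut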
Cneo AK release: causes C. neoformans cell lysis; adenylate kinase release luminescence, 4 h; normalised: neutral wells 0, clomiphene wells 100; lysis activity, % at 15 µM; hit rate 0.2% among 360,000;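 active = mean lysis activity across replicates of at least 80%, whatever share of replicates individually reach that level; inactive = mean lysis activity below 80%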
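Signal: Adenylate kinase release luminescence | Assay system: Log-phase Cryptococcus neoformans yeast cells | Input: Cells at 5 × 10^6 per mL | Buffer or medium: Fresh YPD growth medium | Compound: Single dose | Schedule: Static 4 h at 37 °C with compound, 1 h detection | Controls: Clomiphene | Read-out: Luminescence rise reflecting yeast cell lysis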
C2C12 statin: suppressors of simvastatin-induced myotoxicity in C2C12 myotubes; hit rate 0.78% among 330,000; AID 602340; ATP luminescence, 48 h; scaled: DMSO 0, geranylgeraniol control 100; rescue of ATP level, % at 7.49 µM;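 active = mean ATP rescue above about 67%, or every replicate alone reaching that limit, limit read from the data, passing the limit was not always enough; inconclusive = no clear call, values can overlap the other calls; inactive = mean under the limit and some replicate under it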;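 also: myotubes were challenged with 10 µM simvastatin during compound exposure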
INS-1E GSIS act: GLuc luminescence reporter in INS-1E cells, primary screen for activators of glucose-dependent secretion of insulin; activation, % at 16.6 µM; hit rate 0.61% among 370,000; INS-1E GLuc reporter insulin secretion, 2-3 h; AID 743287;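 active = lowest replicate activation of at least 40%, so every replicate reaches that level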;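 also: 0% = median of neutral control wells and 100% = median of IBMX positive control wells; some compounds called inactive have numbers as strong as hits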
PglD DTNB: PglD (C. jejuni) enzyme inhibition; purified PglD enzyme, DTNB colorimetric CoA detection; inhibition, % at 12.5 µM; hit rate 0.098% among 360,000; in the data active = inhibition above about 16%, passing the limit was not always enough; inconclusive = no clear call, values can overlap the other calls; also: strong numbers were not always called active
PGC1a acetyl inh: lowers PGC1a acetylation signal in U2OS cells | AlphaScreen anti-acetyl-lysine; with virally co-expressed GCN5 acetyltransferase | inhibition, % at 15.6 µM | hit rate 0.17% among 350,000;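 active = every replicate shows inhibition of at least 40%; inconclusive = mean inhibition at least 40% but some replicate below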;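 also: 0% = neutral control wells and 100% = positive control wells; some results beyond the cut were filed as inactive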
Starred values were filed as active, the others as inactive; u = inconclusive; x = not tested or not shown; & = joins results of further samples. Hits appear at their usual frequency, and some 2.9% of all compounds hit somewhere here.

SMILES	PAX8 reporter	LGR2 inh	ARNT TACC3 PPI	Cneo AK release	C2C12 statin	INS-1E GSIS act	PglD DTNB	PGC1a acetyl inh
O=c1[nH]cnc2c1ncn2C1OC(CO)C(O)C1O (stereo not drawn)	-10	-7	-3	-1	-1	x	1	-6
COc1ccc(S(=O)(=O)N(C)C[C@H]2Oc3ccc(NC(=O)CCN4CCOCC4)cc3CC(=O)N([C@@H](C)CO)C[C@@H]2C)cc1	-15	24	-3	3	22	-2	1	8
COc1ccc(CN(C)C[C@@H]2Oc3c(NS(=O)(=O)c4ccccc4)cccc3C(=O)N([C@H](C)CO)C[C@@H]2C)cc1	x	-4	1	0	-8	15	-4	0
COc1ccc(C(=O)N2CCN(c3ccccn3)CC2)cc1	x	x	-27	-1	-6	x	-4	-5
COC(=O)C[C@@H]1CC[C@@H]2[C@H](COc3ccc(NS(=O)(=O)c4ccc(F)cc4)cc3C(=O)N2C)O1	-6	1	-3	-1	10	14	-1	1
CC[C@@]12C(=O)N(c3cccc(F)c3)C(=O)N1[C@H](c1cccc(C)c1)[C@@H]1C(=O)N(Cc3ccccc3)C(=O)[C@@H]12	-12	1	-3	-1	-6	-7	-8	-5
CCc1ccc(S(=O)(=O)NC(=S)Nc2ccccc2)cc1	0	-43	-5	5	4	19	-8	5
CC(C)CC(=O)N1CCN(S(=O)(=O)c2ccc(C3CCCCC3)cc2)CC1	0	x	0	5	-46	0	-1	4
CN(C)c1cccc(C(=O)NCc2ccc(Cl)cc2)c1	-20	-7	-4	x	x	12	x	3
COc1cc(N=Nc2c(O)c3ccccc3[nH]c2=O)c(OC)cc1N=Nc1ccccc1	x	x	2	-2	-2	x	5	x
CCOC(=O)c1ccc(NC(=O)N2CCN(c3ccccn3)CC2)cc1	-12	x	-11	0	9	x	1	-4
CCN(CC(=O)Nc1ccc(OC)cc1)CC(=O)Nc1ccc2c(c1)OCO2	4	2	-13	2	9	6	-4	1
CCc1nc(SCc2ccc(OC)cc2)n[nH]1	-95	-31	-2	-4	-2	3	-2	-16
Cc1cc2nc(CCN(Cc3cccnc3)C(=S)Nc3ccccc3)[nH]c2cc1C	x	-9	9	1	-1	-11	-1	-2
C[C@H]1CN([C@@H](C)CO)S(=O)(=O)c2ccc(-c3cccnc3)cc2O[C@@H]1CN(C)C(=O)NC1CCCC1	-12	16	1	4	-20	-4	2	-10
CCSc1nc2ccccc2n1C(=O)/C=C/c1ccc(OC)c(OC)c1	64*	u	-4	0	-5	1	-2	1
N#C/C(=C\c1ccncc1)C(N)=O	14	11	0	0	-1	-2	-1	-2
CCc1ccccc1NC(=O)NNS(=O)(=O)c1cc(C)ccc1C	16	22	-5	0	6	1	-6	2
CCC(C(=O)OCC(=O)Nc1cc(OC)ccc1OC)c1ccccc1 (stereo not drawn)	13	11	x	x	x	1	x	13
O=C(Nc1ccc(N2CCCC2)cc1)c1ccccc1[N+](=O)[O-]	-6	-11	-3	-1	-1	-5	-1	14
COc1ccc(-c2cc(C(F)F)n3ncc(C(=O)N4CCN5CCCC5C4)c3n2)cc1 (stereo not drawn)	23	x	19	-2	-6	x	-4	x
O=C(CSc1nnc(CNC(=O)c2c(F)cccc2Cl)o1)NCc1ccc(F)cc1	0	9	1	-1	-1	-5	0	-7
OC(CNCC1COc2ccccc2O1)COc1ccc(Cl)cc1 (stereo not drawn)	-11	x	1	7	15	x	-1	x
CCOC(=O)/C=C(\C)N1N=C(c2ccccc2)CC1c1ccccc1 (stereo not drawn)	-113	-85	-2	x	x	5	x	-6
CCSc1nnc(NC(=O)CCc2ccccc2)s1	x	11	-4	0	-3	7	1	-9
C=CCSc1nnc(NC(=O)c2ccc(N3CCCC3=O)cc2)s1	-101	-15	0	-1	3	35	-2	x
C/C(=N\NC(=O)CCc1ccccc1)C1C(=O)c2ccccc2C1=O	-27	-48	3	0	-1	-1	-1	4
Cc1ccc(-n2c(Cc3cccn3C)nnc2SCC(=O)Nc2cc(C)on2)cc1	x	x	-7	2	10	-2	6	-4
O=C(OCC1OC2OC3(CCCCC3)OC2C2OC3(CCCCC3)OC12)c1ccccc1 (stereo not drawn)	3	7	-3&-11	-6	x	2	2	x
COC(=O)C[C@H]1C[C@H]2c3cc(NC(=O)CC4CC4)ccc3O[C@H]2[C@@H](CO)O1	5	-1	-2	-3	-13	20	4	2
COc1ccc(O)c(/C=N/NC(=S)Nc2cccc(S(=O)(=O)N(C)C)c2)c1	x	8	65*	-3	40	-33	-1	30
COc1ccc(/C=N/n2cnn(Cc3ccccc3Cl)c2=S)cc1OC	-5	-22	x	x	x	-3	x	0
Cc1ccc(-c2ccc3c(c2)O[C@@H](CN(C)Cc2cccnc2)[C@@H](C)CN([C@@H](C)CO)S3(=O)=O)cc1	x	-16	3	13	0	-15	1	-24
O=c1cnn(Cc2ccc(F)cc2)c2ccccc12	4	13	2	1	17	7	-3	x
O=C(C[C@@H]1CC[C@H]2[C@@H](COC[C@H](O)CN2C(=O)C2CC2)O1)NCc1ccccc1Cl	-5	3	-28	-3	5	5	9	-3
CNC(=O)C[C@@H]1CC[C@H]2[C@@H](COC[C@H](O)CN2Cc2ccccc2F)O1	x	-6	-4	4	-1	-6	1	8
C=CCn1c(SCC(=O)c2ccc(O)c(O)c2)nnc1-c1ccccc1OC	35	-24	-1	1	5	7	4	x
CN1C(=O)c2cc(NC(=O)C3CC3)ccc2OC[C@H]2O[C@@H](CC(=O)NCc3ccccc3F)CC[C@@H]21	-16	-7	x	x	x	-1	x	6
C[C@@H]1CCCCO[C@H](CN(C)S(=O)(=O)c2cccs2)[C@@H](C)CN([C@H](C)CO)C(=O)c2cc(NC(=O)Cc3ccccc3)ccc2O1	-11	-25	-5	-3	x	-19	-2	-2
O=C(Nc1cc(C(F)(F)F)ccc1-n1cncn1)c1ccc(Br)cc1	18	x	-8	3	-15	x	6	12

Pulled by compound from the list above:
SMILES	PAX8 reporter	LGR2 inh	ARNT TACC3 PPI	Cneo AK release	C2C12 statin	INS-1E GSIS act	PglD DTNB	PGC1a acetyl inh
O=C(OCC1OC2OC3(CCCCC3)OC2C2OC3(CCCCC3)OC12)c1ccccc1 (stereo not drawn)	3	7	-3&-11	-6	x	2	2	x
C/C(=N\NC(=O)CCc1ccccc1)C1C(=O)c2ccccc2C1=O	-27	-48	3	0	-1	-1	-1	4

Continued:
SMILES	PAX8 reporter	LGR2 inh	ARNT TACC3 PPI	Cneo AK release	C2C12 statin	INS-1E GSIS act	PglD DTNB	PGC1a acetyl inh
Cc1cc(C(=O)COC(=O)[C@H](C)NC(=O)c2ccco2)c(C)n1Cc1ccco1	8	x	1	x	x	-11	x	0
O=C(COc1c(F)c(F)cc(F)c1F)NC(=O)NC1CCCC1	9	x	-4	2	6	x	3	-5
CC(C)c1ccc2c(c1)[C@H]1OCC[C@H]1[C@@H](c1cccs1)N2	-10	-11	12	x	x	-18	x	x
C[C@@H]1CN([C@@H](C)CO)C(=O)Cc2cc(NC(=O)CCC(F)(F)F)ccc2O[C@@H]1CN(C)CC1CCCCC1	x	-2	3	-3	0	4	2	-7
CCOc1ncccc1C(=O)OCC(=O)Nc1cccc(C(C)=O)c1	x	-27	-8	0	6	14	-2	-3
Cc1csc(-c2ccc3cc(Cl)cc(Cl)c3n2)n1	-55	-50	x	1	-9	x	-7	-6
C[C@H]1CCCCO[C@@H](CN(C)S(=O)(=O)c2ccccc2)[C@@H](C)CN([C@@H](C)CO)C(=O)c2cc(NS(=O)(=O)c3ccccc3)ccc2O1	47	-1	5	-1	x	-23	2	9
O=S(=O)(/N=C(/NC(=S)Nc1ccccc1)c1ccccc1)c1ccc(Cl)cc1	-234	-99	5	1	-42	1	-2	x
CC(C)(C)C(=O)N1CCC[C@H]1C(O)(c1ccccc1)c1ccccc1	-1	25	-4	5	x	-16	7	3
CC(=O)c1c(C)[nH]c(C(=O)NNC(=O)COc2ccc(Cl)cc2C)c1C	7	10	-6	-2	3	-13	-1	x
Cn1c(=O)c(Nc2ccc(O)cc2)c2c3c(cccc31)C(=O)c1ccccc1-2	83*	4	10	x	x	9	x	x
CC1Cc2ccccc2N1C(=O)COC(=O)Cn1nnc(-c2ccccc2)n1 (stereo not drawn)	x	x	-3	7	-10	x	4	-16
COc1cccc(CNC(=O)C[C@@H]2C=C[C@@H](NC(=O)C3CCOCC3)[C@H](CO)O2)c1	0	-8	1	0	-3	-12	1	4
CCCCC(=O)N(C)c1c(CC)nc2c(OCc3ccc(Cl)cc3Cl)cccn12	42	19	x	4	-19	-4	-5	x
COc1ccc2c(c1OC)C(=O)OC2CC(=O)c1ccc(O)cc1 (stereo not drawn)	x	x	-15	0	7	x	0	-3
O=C(c1ccc(Cn2c(=O)[nH]c3ccsc3c2=O)cc1)N1CCN(c2ccccc2)CC1	10	1	-4	0	3	-31	4	0
COc1ccc(-n2c(/C=C(\C)O)nc(=O)c3c(C)cc(C)nc32)cc1	x	x	-1	3	28	x	2	-12
COc1ccc(S(=O)(=O)N(C)C[C@@H]2Oc3ccc(NS(=O)(=O)c4ccc(C)cc4)cc3CC(=O)N([C@@H](C)CO)C[C@@H]2C)cc1	-20	-15	-2	0	-23	3	-1	0
CC(C)(C)c1cc(/C=N/NC(=O)Cc2nc3ccccc3[nH]2)cc(C(C)(C)C)c1O	x	x	-16	-1	-11	x	3	7
O=C(CCCc1cccs1)NCCc1c[nH]c2ccccc12	8	-10	-2	-2	-2	-2	-1	u
N#CC(C#N)=Cc1cnc(N2CCN(c3ccccc3)CC2)s1	-8	0	1	0	-13	5	2	-3
COc1cccc(C(=O)NNC(=O)C(=O)Nc2cccc3ccccc23)c1	-15	3	-2	1	-41	7	0	17
O=C(c1ccccc1F)N1CC(=O)N2[C@H](C1)[C@@H](c1ccc(-c3ccccc3)cc1)[C@@H]2CO	10	14	x	x	x	1	x	10
O=C(c1ccccc1)c1ccc(OCCn2cnc3ccccc3c2=O)cc1	-11	x	-1	1	-30	x	-1	8
CCOC(=O)N1CCN(c2cc(=O)n(-c3ccc(Br)cc3)c(=O)[nH]2)CC1	2	12	-1	0	-16	x	3	1
O=C(CSc1nc2ccccc2c(=O)n1-c1ccccc1)N/N=C/C=C/c1ccccc1[N+](=O)[O-]	12	22	1	x	x	8	x	x
CCOC(=O)c1ccc(NC(=O)Cn2c(=O)oc3ccccc32)cc1	10	9	-6	5	-10	-1	0	x
O=S(=O)(c1ccccc1F)N1CC[C@@H]2[C@@H](CO)Nc3ccc(C4=CCCCC4)cc3[C@@H]21	83*	-17	25	5	10	16	0	1
COc1ccc(CCNC(=S)NC(=O)c2cccc(Cl)c2)cc1OC	-9	x	x	19	x	x	-1	-12
Cc1ccccc1C(=O)Oc1cc(N)n(S(C)(=O)=O)n1	-8	-11	2	x	5	-2	x	-18
Cc1ccc([N+](=O)[O-])cc1N=Nc1c(C)[nH]n(C(N)=S)c1=O	2	-16	4	1	1	-13	-2	9
CCCn1nnc2sc3c(c2c1=O)CCC(C)C3 (stereo not drawn)	x	x	-2	-1	12	x	-9	-3
COc1ccccc1CNC(=O)C[C@@H]1CC[C@H]2[C@@H](COC[C@H](O)CN2C(=O)Nc2ccc(F)cc2)O1	10	-9	4	4	1	-13	0	3
C[C@@H](NC(=O)C[C@H]1CC[C@H]2[C@@H](COC[C@@H](O)CN2C)O1)c1ccccc1	1	21	-1	-3	-17	6	15	8
CC(=O)Nc1ccc(C(=O)OCC(=O)N2CCC(Cc3ccccc3)CC2)cc1	1	-8	-6	0	10	-47	-4	9
